From PubChem
WRN inhibitor: inhibitors of human WRN helicase | WRN helicase unwinding, fluorescent forked duplex, kinetic | Potency, µM (top dose mostly 114 µM), for the others: top-dose activity change, negative = inhibition, hits mostly inhibitors | AID 651768 | Q14191 | 360,000 compounds, 0.46% hits; also: potency is read from the fitted curve at half-maximal effect; % is scaled to controls: 0 for no effect and ±100 for the full control effect; nearly all actives have a fitted effect of over 55% in size
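Enzyme (20 nM final) and test compound sit together 15 min at room temperature before substrate addition. Substrate is a single-forked duplex oligonucleotide (100 nM) labelled with fluorophore and quencher, with 2 mM ATP; helicase unwinding raises red fluorescence, read kinetically.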
Abeta yeast res: A-beta toxicity reversal in yeast | 410,000 compounds, 0.063% hits | yeast expressing A-beta42, growth rescue, OD600, 48 h; response scale: 0% DMSO, 100% iron-clioquinol control | Potency, µM (highest dose often 46.1 µM), without a hit: top-dose growth rescue, hits mostly activators; also: potency is read from the fitted curve at half-maximal effect; nearly all actives have a fitted effect of over 55% in size
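Growth rescue measured by 600 nm absorbance after 48 h yeast culture at 30 C with compound. Values normalized between DMSO and an equimolar ferric chloride plus clioquinol control.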
IL2 activator: activators of IL-2; IL-2 activation reporter assay, cell-based qHTS; stimulated with anti-CD3/CD4/CD28 beads; in transgenic mouse T cells; activation, % (series mostly up to about 46 µM); 360,000 compounds, 0.065% hits; in the data active = activation above about 50%; inconclusive = mostly about 30% to 49%; also: 0% is about no effect
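First, unstimulated transgenic mouse T cells were exposed to compound for 60 min. Next, anti-CD3/anti-CD4-coated beads with anti-CD28 were added. Finally, after 18 h at 37 degrees C, EGFP and DsRed were imaged.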
EPAC1 ag: activates human EPAC1 exchange factor; AID 720707; EPAC1 agonist qHTS, biochemical assay; response scale: 100% = response to 6.5 mM cAMP; Potency, µM (top dose mostly 154 µM), inactives show at the top dose activation, actives largely listed as activators; 360,000 compounds, 0.073% hits; also: potency is read from the fitted curve at half-maximal effect; nearly all actives have a fitted effect of over 60% in size
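Compounds were pinned as a concentration titration into mixtures of EPAC1 (100 nM), BODIPY-GDP-loaded Rap1B (250 nM) and GDP (50 uM). After 5 min at room temperature, fluorescence was followed for 30 min; activity was scaled to 6.5 mM cAMP.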
PI5P4K alpha inh: PI5P4K alpha (human) kinase inhibition | P48426 | PI5P4Kalpha enzyme, ADP-Glo luminescence, 60 min; active compounds read low | max response, % | 330,000 compounds, 1.2% hits | AID 652105; active = max response of -50% or lower; inconclusive = between -30% and -50%; inactive = -30% or higher; also: value at the top dose of about 77 µM; % is scaled to controls: 0 for no effect and ±100 for the full control effect
Target sequence (P48426 whole entry, looked up): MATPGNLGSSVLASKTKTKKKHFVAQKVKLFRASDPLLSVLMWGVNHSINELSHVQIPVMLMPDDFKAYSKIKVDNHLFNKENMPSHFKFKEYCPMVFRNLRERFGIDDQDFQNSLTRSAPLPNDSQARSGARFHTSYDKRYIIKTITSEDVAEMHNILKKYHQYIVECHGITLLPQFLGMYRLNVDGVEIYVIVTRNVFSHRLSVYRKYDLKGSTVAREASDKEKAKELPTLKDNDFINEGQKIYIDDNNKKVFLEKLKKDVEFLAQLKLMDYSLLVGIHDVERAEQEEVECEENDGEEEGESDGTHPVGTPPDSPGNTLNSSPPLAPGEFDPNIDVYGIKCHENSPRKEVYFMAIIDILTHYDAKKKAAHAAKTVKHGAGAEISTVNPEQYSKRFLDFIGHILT
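ADP-Glo luminescence end-point after a 60 min room-temperature kinase reaction. PI5P4Kalpha and substrate in HEPES pH 7.4 buffer with EGTA, 0.1% CHAPS and 5% DMSO; ATP at 5 microM final.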
PLK1 PBD block: PLK1 (human) polo-box domain binding inhibition; AID 720504; Potency, µM, without a hit: max response, negative = inhibition, most hits filed as inhibitors; 360,000 compounds, 2.8% hits; Plk1 PBD binding of FITC phosphopeptide, fluorescence polarization; also: potency is read from the fitted curve at half-maximal effect; series mostly up to about 57 µM; % is scaled to controls: 0 for no effect and ±100 for the full control effect; nearly all actives have a fitted effect of over 65% in size
Target sequence (P53350 whole entry, looked up, the tested form may be a part): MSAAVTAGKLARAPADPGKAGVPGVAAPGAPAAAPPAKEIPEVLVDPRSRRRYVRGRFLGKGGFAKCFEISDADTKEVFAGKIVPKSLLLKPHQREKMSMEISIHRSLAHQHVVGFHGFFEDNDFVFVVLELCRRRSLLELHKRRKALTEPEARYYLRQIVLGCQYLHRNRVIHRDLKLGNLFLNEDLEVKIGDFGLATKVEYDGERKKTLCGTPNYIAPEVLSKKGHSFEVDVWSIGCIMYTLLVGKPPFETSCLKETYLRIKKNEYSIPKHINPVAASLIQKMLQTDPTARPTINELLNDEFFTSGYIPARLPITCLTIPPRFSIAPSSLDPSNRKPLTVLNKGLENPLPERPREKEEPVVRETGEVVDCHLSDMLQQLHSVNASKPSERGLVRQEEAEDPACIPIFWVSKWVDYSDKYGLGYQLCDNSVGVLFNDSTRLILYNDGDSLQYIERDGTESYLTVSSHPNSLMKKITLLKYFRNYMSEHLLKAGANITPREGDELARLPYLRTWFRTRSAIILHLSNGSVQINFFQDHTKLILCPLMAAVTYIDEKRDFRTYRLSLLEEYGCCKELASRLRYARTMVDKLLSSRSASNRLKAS
FUS suppressor: rescues growth of FUS-expressing yeast | S. cerevisiae FUS-expressing, growth rescue, OD600, 24 h | Potency, µM (top dose mostly 76.6 µM), without a hit: at the highest dose growth rescue (activation), hits mostly activators | 390,000 compounds, 0.24% hits | AID 1347120;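 also: potency is read from the fitted curve at half-maximal effect; plate controls were DMSO vehicle for no effect and reference control for full effect; nearly all actives have a fitted effect of over 55% in size; some results filed as inactive show a strong effect at the top dose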
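Absorbance at 600 nm, taken 24hr after compound addition, measured rescue of FUS-yeast growth at 30C. Induction used 2% galactose with seeding at OD 0.005. Controls: CP55940 from 92uM final, DMSO only.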
EPAC1 antagonist: antagonists of human EPAC1. EPAC1 GEF assay, Rap1b-BODIPY-GDP exchange fluorescence. Potency, µM (titrated, usually from 115 µM), for inactives: top-dose activity change, negative = inhibition, actives largely listed as inhibitors. 360,000 compounds, 0.14% hits. AID 720709;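 also: potency is read from the fitted curve at half-maximal effect; plate controls were vehicle for no effect and positive control for full effect; nearly all actives have a fitted effect of over 50% in size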
* = called active by the depositor; ? = inconclusive; . = no result given; & = joins results of further samples; [ ] = dose if it differs, or a comment. Unless noted, calls follow the shape of the dose curve; as a rule, active = well fitted curve in the direction sought with a large enough effect; inconclusive = small, poorly fitted or top-dose-only effect, or another doubt; inactive = no such curve, though single readings can be large; an effect the other way counts as inactive or inconclusive.

SMILES	WRN inhibitor	Abeta yeast res	IL2 activator	EPAC1 ag	PI5P4K alpha inh	PLK1 PBD block	FUS suppressor	EPAC1 antagonist
CCCn1c(C(O)c2ccc(OCC)cc2)nc2ccccc21 (stereo not drawn)	-4.6%	1.6%	-2.2	-9.0%	0.2	-6.8%	0.9%	-2.4%
O=C(Nc1ccc(S(=O)(=O)N2CCOCC2)cc1)c1ccc(=O)[nH]c1	-9.6%	4.8%	2.3	17.9%	-1.6	-23.2%	13.6%	-8.1%
O=C(N/N=C/c1ccc(-c2ccc([N+](=O)[O-])cc2)o1)[C@H]1C[C@@H]1c1ccccc1	5.5%	-3.3%	?	8.6%	4.4	21.9%	8.6%	3.5%
Cc1ccc(C(=O)c2coc3ccc(OCC(=O)O)cc23)cc1	-15.5%	-8.0%	-0.1	6.9%	?	-13.3%	11.7%	7.4%
O=c1c2cnn(-c3ccccc3)c2nnn1/N=C/c1cccnc1	2.9%	13.3%	-0.3	0.0%	2.7	-0.9%	-0.6%	-22.6%
Cc1cccnc1NC(=O)Nc1cccs1	-13.9%	14.0%	0.3	3.7%	1.8	-1.9%	30.6%	-3.9%
CCCCNC(=O)Nc1cc(C)on1	7.5%	1.5%	-1.3	-1.8%	.	-3.0%	14.2%	4.2%
CC(C)c1nc2oc3c(NCC4CCCO4)ncnc3c2c2c1CCC2 (stereo not drawn)	10.1%	9.5%	0.0	-6.5%	7.1	-13.3%	-14.0%	7.8%
CCC(C)(C)NC(=O)C(c1cccc(OC)c1OC)N(Cc1ccccc1)C(=O)CCC(=O)Nc1cc(C)on1 (stereo not drawn)	-8.7%	-1.7%	0.6	-6.9%	12.2	-9.3%	-3.9%	0.8%
O=C(CSc1nnc(-c2ccccc2)c(-c2ccccc2)n1)NC1CCS(=O)(=O)C1 (stereo not drawn)	-0.8%	-6.2%	-0.9	1.8%	-15.0	?	7.2%	-13.3%
COc1cc(O)sc1C=Nc1ccc(Cl)cc1	1.0%	-22.3%	-4.3	-8.5%	-3.8	0.0%	-2.2%	-25.9%
CCO/C=C1\C(=O)N(c2ccccc2)C(=O)c2ccccc21	-14.6%	11.9%	-0.5	9.0%	.	-18.9%	17.9%	8.1%
CCOc1ccccc1C(=O)N/N=C/c1cccc2cccnc12	-4.9%	10.2%	0.0	10.3%	2.3	-6.8%	-3.2%	-9.1%
COc1ccccc1N=C(C)C1=C(O)COC1=O	-4.9%	-11.7%	-0.5	4.5%	.	-2.4%	-11.5%	9.6%
O=C(N/N=C\c1c[nH]c2ccccc12)c1ccc(O)cc1	-0.2%	5.3%	-0.2	12.4%	-73.5*	-19.0%	15.2%	5.7%

4 neighbouring compounds already listed, for reference:
SMILES	WRN inhibitor	Abeta yeast res	IL2 activator	EPAC1 ag	PI5P4K alpha inh	PLK1 PBD block	FUS suppressor	EPAC1 antagonist
CCO/C=C1\C(=O)N(c2ccccc2)C(=O)c2ccccc21	-14.6%	11.9%	-0.5	9.0%	.	-18.9%	17.9%	8.1%
CCOc1ccccc1C(=O)N/N=C/c1cccc2cccnc12	-4.9%	10.2%	0.0	10.3%	2.3	-6.8%	-3.2%	-9.1%
COc1ccccc1N=C(C)C1=C(O)COC1=O	-4.9%	-11.7%	-0.5	4.5%	.	-2.4%	-11.5%	9.6%
O=C(N/N=C\c1c[nH]c2ccccc12)c1ccc(O)cc1	-0.2%	5.3%	-0.2	12.4%	-73.5*	-19.0%	15.2%	5.7%

Three compounds from above, ordered by SMILES length, high to low:
SMILES	WRN inhibitor	Abeta yeast res	IL2 activator	EPAC1 ag	PI5P4K alpha inh	PLK1 PBD block	FUS suppressor	EPAC1 antagonist
O=C(CSc1nnc(-c2ccccc2)c(-c2ccccc2)n1)NC1CCS(=O)(=O)C1 (stereo not drawn)	-0.8%	-6.2%	-0.9	1.8%	-15.0	?	7.2%	-13.3%
CC(C)c1nc2oc3c(NCC4CCCO4)ncnc3c2c2c1CCC2 (stereo not drawn)	10.1%	9.5%	0.0	-6.5%	7.1	-13.3%	-14.0%	7.8%
CCO/C=C1\C(=O)N(c2ccccc2)C(=O)c2ccccc21	-14.6%	11.9%	-0.5	9.0%	.	-18.9%	17.9%	8.1%

The results go on:
SMILES	WRN inhibitor	Abeta yeast res	IL2 activator	EPAC1 ag	PI5P4K alpha inh	PLK1 PBD block	FUS suppressor	EPAC1 antagonist
O=C(N/N=C/c1ccccn1)c1cccc([N+](=O)[O-])c1	0.6%[57.1 µM]	-2.1%	-0.6	-3.9%	-4.0	-6.4%	-5.7%	2.5%
O=C(Nc1cccc(-c2nc3ccccc3o2)c1)c1cccnc1	-16.5%	16.1%	-1.6	0.9%	6.6	-13.9%	-24.4%	15.8%
COc1ccc(NS(=O)(=O)c2cccc(C(=O)NNC(=O)c3ccc(NC(C)=O)cc3)c2)cc1	-3.5%	-10.2%	-0.6	4.5%	13.4	1.4%	.	6.9%
CCC(Sc1ccc2nnc(-c3ccc(F)cc3)n2n1)C(=O)OC (stereo not drawn)	-3.0%	?	-0.2	10.4%	.	-22.2%	13.7%	4.4%
CC(C)NC(=O)N(C)C[C@@H]1OCCCC[C@@H](C)Oc2ccc(NC(=O)Nc3ccc(F)cc3)cc2C(=O)N([C@H](C)CO)C[C@@H]1C	-1.4%	-12.9%	1.1	-17.7%	4.7	-16.7%	32.6%	-2.0%
O=C(Nc1ccc2c(c1)C(=O)OC2)Nc1cccc2ccccc12	10.2%[57.1 µM]	-19.2%	1.6	-4.1%	13.1	-27.7%	8.7%	-26.7%
COc1cccc(C2=CC(c3ccc(OC)c(OC)c3OC)n3nnnc3N2)c1 (stereo not drawn)	-11.5%	2.2%	0.5	8.7%	-2.2	-4.6%	1.3%	-1.5%
O=C(CN1CCCCC1)Nc1cccc(Oc2ccccc2)c1	0.8%	2.2%	-2.4	2.2%	2.0	1.4%	10.7%	4.1%
COC(=O)c1ccc(COc2ccccc2/C=C(\C#N)C(=O)Nc2ccc(C)cc2C)cc1	5.5%	-6.9%	-1.1	-1.7%	-2.3	-5.1%	-1.9%	4.6%
COc1ccc(OC)c(CN2CCN(C(=O)CNC(=O)c3cc(C)cc(C)c3)CC2)c1	2.1%	-4.3%	-0.9	-1.8%	1.4	-12.0%	-9.2%	-25.4%
O=C1c2cccnc2C(=O)N1Cc1ccc(S(=O)(=O)N2CCN(c3ccccc3)CC2)cc1	-0.7%	5.9%	-1.6	19.6%	2.5	-0.9%	-7.7%	-16.8%
CCOc1ccc(OCCNC(=O)c2oc3ccccc3c2COC)cc1	-5.9%	-11.1%	-1.0	4.3%	-15.6	7.9%	.	-12.1%
Cc1nn(-c2ccccc2)c2sc(C(=O)N3CCc4ccccc4C3)cc12	-11.1%	-3.5%	1.0	13.4%	.	-10.2%	3.0%	7.1%
CCOC(=O)c1ccc(NC(=O)C2CCN(S(=O)(=O)c3ccccc3)CC2)cc1	3.6%	-3.2%	1.3	-12.8%	-10.4	-4.3%	-21.2%	15.3%
NS(=O)(=O)c1ccc(NC(=O)c2ccc3c(c2)CCN3S(=O)(=O)c2ccccc2)cc1	6.8%	5.8%&6.7%	-3.9	-0.7%	-7.0	-13.4%	9.7%&12.4%	-9.7%
Cc1noc(C)c1CSCC(=O)Nc1ccc(OC(F)F)c(Cl)c1	4.6%	3.2%	-4.5	-4.5%	1.9	-0.7%	5.5%	5.8%
COc1ccccc1C(NC(=O)C1CCCCC1)c1c(O)ccc2ccccc12 (stereo not drawn)	-4.8%	9.3%	-0.6	-4.3%	-2.8	-1.5%	-16.4%	1.9%
CC(C)(C)OC(=O)NCCCCCNC(=O)c1[nH]cnc1C(=O)Nc1nccs1	-4.0%	-8.8%	-3.3	-17.7%	-4.1	-6.3%	4.4%	-5.7%
Cc1ccc(S(=O)(=O)N(C)C)cc1NC(=O)C(C)OC(=O)C1CCC1 (stereo not drawn)	6.2%	-8.1%	-0.4	-4.5%	-0.4	3.3%	-12.8%	-3.5%
CCCCN(C(=O)c1cccc(N2C(=O)c3ccccc3C2=O)c1)c1c(N)n(CCCC)c(=O)[nH]c1=O	-6.2%	-8.3%	0.4	-9.4%	3.6	4.5%	-12.9%	0.0%
CC(=O)CSc1nc2c(c(=O)[nH]c(=O)n2C)n1CCCc1ccccc1	10.0%	5.4%	-1.4	-5.8%	4.2	-10.3%	-2.8%	20.7%
COc1cc(NC(=O)c2ccco2)c(OC)cc1NC(=O)Nc1ccccc1Cl	-0.9%	-5.6%	-0.2	0.7%	.	-8.0%	11.2%	15.6%
COc1ccc2c(c1)CCCN2C(N)=Nc1ccc(Cl)cc1	7.3%	-3.0%	-3.3	-10.0%	1.1	-4.1%	8.1%	-7.6%
CCC(C)(C)NC(=O)C(c1ccccc1Cl)N(C(=O)CCC(=O)Nc1cc(C)on1)C(C)(C)C (stereo not drawn)	7.9%	-9.2%	-1.9	-0.1%	-4.7	?	40.9%	4.5%
CC(C)(C)c1ccc(S(=O)(=O)Nc2ccc3c(c2)COC3=O)cc1	5.7%	-5.0%	-0.2	5.7%	-1.5	-10.8%	44.6%	8.0%
COc1ccccc1-n1c(SCC(=O)N2CCOCC2)nc2cccnc21	1.6%	9.8%	1.8	9.3%	5.6	-1.6%	-21.5%	?
COc1ccc(-n2c(SCC(N)=O)nnc2-c2ccc(NS(=O)(=O)c3ccc(C)cc3)cc2)cc1	-10.1%	-16.9%	-3.0	1.9%	.	-7.9%	9.6%	-2.5%
CCOc1ccc(N2C(=O)C3Sc4[nH]c(=O)sc4C(/C=C/c4ccccc4)C3C2=O)cc1 (stereo not drawn)	?	2.8%	0.3	4.4%	-25.2	?	.	?
